GSTO1 inh – GSTO1 inhibition, counter-screen for RBBP9 inhibitors; P78417; recombinant GSTO1, activity-based probe fluorescence polarization; inhibition, % at 5.96 µM; 300,000 compounds, 1.1% hits;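 active means inhibition above the campaign mean inhibition plus 3 SD, cut at about 35% in these data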;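 further: 0% = GSTO1-1 with DMSO and 100% = wells lacking GSTO1-1 enzyme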
Target sequence (P78417 whole entry, looked up): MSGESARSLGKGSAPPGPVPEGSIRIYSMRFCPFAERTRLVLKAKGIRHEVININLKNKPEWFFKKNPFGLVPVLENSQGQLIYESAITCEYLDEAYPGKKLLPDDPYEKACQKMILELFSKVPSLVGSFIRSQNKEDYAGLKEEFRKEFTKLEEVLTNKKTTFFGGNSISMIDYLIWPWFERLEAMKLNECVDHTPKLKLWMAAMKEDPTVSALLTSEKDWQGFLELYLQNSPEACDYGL
PAFAH1B3 FP inh – blocks human PAF acetylhydrolase 1B catalytic subunit 3 | recombinant PAFAH1B3, FP-rhodamine probe, fluorescence polarization | Q15102 | AID 492972 | 340,000 compounds, 0.28% hits | inhibition, % at 3.39 µM;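 active means inhibition above the screen-wide average of all tested compounds plus 3 SD, cut at about 25% in these data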;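 further: 0% = enzyme with DMSO only and 100% = wells lacking PAFAH1B3 protein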
Target sequence (Q15102 whole entry, looked up): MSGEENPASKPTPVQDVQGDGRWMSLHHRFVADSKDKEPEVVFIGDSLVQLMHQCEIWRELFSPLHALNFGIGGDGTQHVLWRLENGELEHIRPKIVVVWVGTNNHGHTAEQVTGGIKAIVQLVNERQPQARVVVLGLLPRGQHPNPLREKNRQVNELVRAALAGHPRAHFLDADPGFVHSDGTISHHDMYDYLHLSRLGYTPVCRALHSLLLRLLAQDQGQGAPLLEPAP
EBNA-1 inh – blocks EBNA-1 binding to DNA; inhibition, % at 14.8 µM; EBNA-1 DNA binding, fluorescence polarization; AID 1950; 300,000 compounds, 0.34% hits; in the data active means inhibition above about 28%
PREPL inh – inhibits the human prolyl oligopeptidase-like enzyme; Q4J6C6; recombinant PREPL, fluorescence polarization activity-based probe; inhibition, % at 5.96 µM; 320,000 compounds, 0.68% hits; AID 2751; in the data active means inhibition above about 43%;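 further: 0% = enzyme with DMSO and 100% = wells lacking enzyme; many of its hits are not listed in these tables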
ZTA counter – blocks Epstein-Barr virus ZTA, an EBNA-1 counter-screen; ZTA-DNA binding, fluorescence polarization; inhibition, % at 11 µM; 320,000 compounds, 0.15% hits; AID 2234; in the data active means inhibition above about 33%
LYPLA1 counter – blocks human lysophospholipase 1, a PME1 counter-screen; O75608; recombinant LYPLA1, FP-Rh probe fluorescence polarization; inhibition, % at 5.9 µM; 320,000 compounds, 0.16% hits; AID 2174;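 active means inhibition above the mean of all tested compounds plus 3 SD, set per campaign, cut at about 14% in these data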;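 further: inhibitors block serine hydrolase probe labeling of LYPLA1 so polarization falls; 0% = enzyme with DMSO and 100% = wells lacking LYPLA1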
Target sequence (O75608 whole entry, looked up): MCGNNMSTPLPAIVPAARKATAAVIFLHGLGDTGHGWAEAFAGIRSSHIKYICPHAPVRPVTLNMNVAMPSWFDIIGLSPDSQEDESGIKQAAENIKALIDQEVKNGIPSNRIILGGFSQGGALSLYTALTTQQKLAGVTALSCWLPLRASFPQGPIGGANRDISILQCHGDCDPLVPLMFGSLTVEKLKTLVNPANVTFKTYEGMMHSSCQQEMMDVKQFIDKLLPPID
PAFAH2 FP inh – PAFAH2 (human) inhibition | Q99487 | 340,000 compounds, 0.99% hits | recombinant PAFAH2, FP-rhodamine activity probe, fluorescence polarization | AID 492956 | inhibition, % at 3.39 µM;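 active means inhibition above the mean over all tested compounds plus 3 SD, cut at about 30% in these data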;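 further: inhibitors block probe labeling of enzyme so polarization drops; 0% = enzyme with DMSO and 100% = wells lacking PAFAH2 protein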
LYPLA2 counter – LYPLA2 (human) inhibition in PME1 counter-screen; O95372; recombinant LYPLA2, FP-Rh probe fluorescence polarization; inhibition, % at 5.9 µM; 320,000 compounds, 0.38% hits;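 active means inhibition above the screen-wide mean plus 3 SD, limit set per campaign, cut at about 26% in these data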;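 further: 0% = LYPLA2 with DMSO and 100% = wells lacking LYPLA2 enzyme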
Target sequence (O95372 whole entry, looked up): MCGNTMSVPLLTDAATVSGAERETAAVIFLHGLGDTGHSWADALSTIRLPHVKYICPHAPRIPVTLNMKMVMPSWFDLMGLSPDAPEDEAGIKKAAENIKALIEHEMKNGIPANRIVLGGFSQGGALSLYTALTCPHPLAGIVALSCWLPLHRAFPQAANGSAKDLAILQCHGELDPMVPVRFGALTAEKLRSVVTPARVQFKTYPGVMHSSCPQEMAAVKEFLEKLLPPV
PAD4 inh – PAD4 (human) enzyme inhibition | Q9UM07 | recombinant PAD4, RCA probe fluorescence polarization | inhibition, % at 6.36 µM | 330,000 compounds, 0.41% hits;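 active means percent inhibition above a cutoff equal to the mean of all tested compounds plus 3 SD, cut at about 15% in these data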;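 further: 0% = PAD4 with RCA probe and DMSO and 100% = probe without PAD4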
* = called active by the depositor; / = no result given. These rows are one share of the data; the hit share may differ from the screen's.

SMILES	GSTO1 inh	PAFAH1B3 FP inh	EBNA-1 inh	PREPL inh	ZTA counter	LYPLA1 counter	PAFAH2 FP inh	LYPLA2 counter	PAD4 inh
COc1cc2[nH]c(=S)nc(NCCC(C)C)c2cc1OC	-2	5	-7	8	-6	1	14	4	-3
O=C(COc1ccc(Cl)cc1)NCCSCc1cccc(Cl)c1	5	-3	-4	-71	3	1	6	1	-4
Cc1ccc(C(=O)NCC(=O)OC(C)C(=O)NCCC2=CCCCC2)cc1C (configuration not stated)	7	0	-2	5	-9	1	5	9	2
CN(C(=O)COC(=O)c1ccc(-c2ccc(O)cc2)cc1)C1CCS(=O)(=O)C1 (configuration not stated)	0	-2	5	-1	17	-3	3	-4	-2
COc1ccc(-c2nnc(-c3cc(OC)c(OC)c(OC)c3)o2)cc1OC	8	9	2	-14	-7	-3	-1	6	2
CC1CC(C)CN(CC(=O)NCCc2ccc(S(N)(=O)=O)cc2)C1 (configuration not stated)	9	4	0	1	-1	-1	-5	1	-1
CCCCn1c(=O)[nH]c(=O)c2c1nc(-c1cccc(OC)c1)n2C	-2	9	-18	3	-2	0	-14	4	-1
Cc1nc2cc(-c3cccc(F)c3)nn2c(C)c1CCC(=O)NC(C)CCc1ccco1 (configuration not stated)	-5	2	-3	-3	15	-2	4	-2	3
O=C(c1ccc(F)cc1)c1ccc(-c2ccc(F)cc2)nc1	-1	10	-2	5	-6	2	-11	7	-4
COc1cc(C)c(CN2CCN(C(C)C(=O)NC(C)c3ccccc3)CC2)cc1OC (configuration not stated)	-4	2	2	-3	10	4	0	-1	-4
NC(=O)/C(=C\c1ccncc1)c1cccc2ccccc12	1	8	4	0	6	1	0	7	-5
O=C(Nc1nc2c(Cl)cccc2s1)c1ccc([N+](=O)[O-])o1	15	12	-2	-1	8	-6	17	-2	0
CCN1C(=O)c2ccccc2S(=O)c2ccc(C(=O)N3CCCCCC3)cc21 (configuration not stated)	5	-2	3	-8	7	1	-15	-1	0
CCN(CC(=O)NCc1ccc(Cl)cc1)C(=O)COc1cccc(C(F)(F)F)c1	4	7	-1	-11	-8	2	-6	-1	0
O=C(COC(=O)C1CCN(S(=O)(=O)c2cccc3cccnc23)CC1)c1ccc(F)cc1	0	0	0	3	2	2	3	-3	-2
O=C(Nc1ccc2c(c1)CCCN2C(=O)c1ccco1)c1cc([N+](=O)[O-])ccc1Cl	5	5	8	4	12	-4	2	-7	3
O=C1C2C3c4ccccc4C(c4ccccc43)C2C(=O)N1Cc1cccnc1 (configuration not stated)	-10	-2	3	-1	-1	2	1	6	-2
COC(=O)c1cc(OC)nc(OC)c1	1	1	-5	13	-3	-4	2	3	3
CCN(C(=O)CSc1ccc2c(c1)OCCO2)C1CCS(=O)(=O)C1 (configuration not stated)	-4	8	2	22	-1	3	-3	5	1
CCCC(=O)NC(c1ccccc1Cl)c1c(O)ccc2ccccc12 (configuration not stated)	1	9	-10	2	-9	0	2	-6	-1
COc1ccc(NS(=O)(=O)c2cccc(C(=O)NN=Cc3cc(Br)c(O)c(Br)c3)c2)cc1	/	8	/	23	/	/	28	/	-4
COc1ccc(NC(=O)NCCCN2CCN(c3cc(C)ccc3C)CC2)cc1	-1	4	-9	24	-10	4	4	5	-1
CCOc1ccccc1NC(=O)CN(C)S(=O)(=O)c1cnc[nH]1	-2	9	-20	15	-4	-3	1	-2	-6
O=C(Nc1ccc2[nH]ncc2c1)C1CCC1	9	4	-4	5	-5	3	2	-4	-3
Cc1ccnc(N/C=C(\C#N)c2nc(-c3cccc(Br)c3)cs2)c1	0	1	4	-28	-4	0	5	1	7
O=C(Cn1nnc2c(cnn2-c2ccccc2)c1=O)NCc1cccs1	2	9	-9	1	-11	0	2	2	0
CC(=O)Nc1ccc(NC(=S)NC(=O)c2ccc([N+](=O)[O-])cc2)cc1	5	-6	7	4	7	6	10	9	-3
CC(=O)Nc1nc(CC(C)C)cc(-c2ccccc2)c1C#N	-4	5	3	-3	2	0	-1	0	4
COCC1CCN(C(=O)c2cc(COc3ccc(-n4cncn4)cc3)on2)CC1	2	7	-2	3	4	0	1	-2	2
CCCc1cc(=O)oc2c(C)c(OCC(=O)NC3CC(C)(C)NC(C)(C)C3)ccc12	2	9	-9	9	2	-1	2	0	4
COc1ccc(C)cc1NC(=O)CN(C)S(=O)(=O)c1cnc[nH]1	3	1	-8	21	-2	-1	4	-3	-2
Fc1ccc2nc(N3CCCC3)sc2c1	15	1	2	4	-5	2	5	11	1
Cc1ccc(C)c(OCC(=O)N2CCc3ccccc3C2)c1	3	7	9	-1	-9	0	-2	-3	-3
CCOC(=O)NNC(=O)C12CC3CC(CC(C3)C1)C2	17	2	-7	15	-5	1	-5	-1	-2
O=C(N/N=C/c1c[nH]c2ccccc12)c1ccccc1	5	3	-8	2	-15	3	1	7	-5
COc1ccc(S(=O)(=O)Nc2cccc(-c3ccc(N4CCCCCC4)nn3)c2)c(OC)c1	-11	-8	7	-2	12	-10	-7	-15	-9
CCOC(=O)c1cccc(NC(=O)C2CCN(S(=O)(=O)c3cccs3)CC2)c1	-6	-4	-18	13	-11	0	1	-5	-7
Cc1ccc(NC(=O)CN2C(=O)S/C(=C/c3ccc(-c4cc(C(=O)O)ccc4C)o3)C2=O)cc1C	-4	-6	-6	-4	-20	-5	-25	10	-7
O=C(CCS(=O)(=O)c1ccccc1)N(CCCN1CCOCC1)c1nc2ccc(F)cc2s1	-4	1	-2	-30	13	-4	4	-2	1
CC(/C=N/n1c(-c2n[nH]c3c2CCC3)n[nH]c1=S)=C\c1ccco1	5	4	-6	14	3	1	15	10	-1
C=CCNc1nc(N)c(C(=O)Nc2cc(C)on2)s1	0	3	-9	0	-1	0	-2	2	-4
COc1cc(NC(=S)Nc2ccccn2)c(OC)cc1Cl	-2	3	7	2	-3	6	-1	4	0
COc1ccc(S(=O)(=O)NCCC(=O)NC2CCCCC2C)cc1[N+](=O)[O-] (configuration not stated)	/	8	/	2	/	/	0	/	-5
Cc1ccccc1N/C(=C(/C(Cl)=C(Cl)Cl)[N+](=O)[O-])n1nnc2ccccc21	11	3	5	4	-3	-2	5	-4	0
CCN1CCC[C@H]1CNC(=O)c1c(OC)ccc(Br)c1OC	5	8	7	13	-7	2	-1	3	-2
CC(=O)N(c1cccc(Br)c1)C1C=CS(=O)(=O)C1 (configuration not stated)	-3	4	-10	-2	7	0	-1	-2	-2
Cc1ccccc1OCCSc1nnc(C)n1-c1ccccc1	11	4	2	15	4	-6	4	3	-2
COc1ccc(-c2c(-c3cc(OC)cc(OC)c3)sc3ccc(OC)cc23)cc1	/	-1	/	-2	/	/	0	/	5
COc1ccc(C/C(C)=N/NC(=S)Nc2ccc(Cl)cc2)cc1	-4	4	-2	24	-14	-2	-10	0	5
CC1=CC(c2ccccc2)n2nnnc2N1 (configuration not stated)	6	5	-1	3	8	1	7	-2	1
CC1CCCC(NC(=O)CCNC(=O)c2ccc(Br)cc2)C1C (configuration not stated)	-3	-1	-1	0	-2	-1	5	-5	-2
CC(C)CNC(=O)C(=O)N/N=C/c1cccs1	7	3	-4	5	-7	-1	-2	4	-1
CCCc1nc(SCC(=O)N2CCc3ccccc3C2)c2ccccc2n1	-1	9	5	31	2	-1	-6	3	14
CC(C)(C)c1ccc(COC(=O)CN2C(=O)NC3(CCCC3)C2=O)cc1	11	7	1	2	2	0	1	5	1
O=C(Nc1ccc(N2CCOCC2)cc1N1CCOCC1)c1ccc(F)cc1	/	4	/	2	/	/	-1	/	3
Cc1[nH]c2ccccc2c1C(=O)CSc1nc2ccccc2[nH]1	-10	0	-2	-7	-9	-10	3	-12	4
Cn1cccc1/C=C1\CCC/C(=C\c2cccn2C)C1=O	-13	-10	-8	-18	-9	-16	-21	-36	-17
Cc1ccc(C(=O)ONc2ccc(N=NC(=O)c3ccccc3O)cc2)cc1	19	10	-13	18	2	-4	45*	-4	-3
O=C(Cn1c(=O)sc2ccccc21)Nc1ccc(S(=O)(=O)N2CCCCC2)cc1	-13	-5	-21	4	2	-25	-16	-38	-2
CCOCCCNc1nc(-c2ccccc2)nc2ccccc12	-19	7	-18	1	2	2	2	-6	-1
Other compounds follow.
SMILES	GSTO1 inh	PAFAH1B3 FP inh	EBNA-1 inh	PREPL inh	ZTA counter	LYPLA1 counter	PAFAH2 FP inh	LYPLA2 counter	PAD4 inh
O=C(OCc1ccccc1)C1=NNC2C(=O)N(Cc3ccccc3)C(=O)C12 (configuration not stated)	-7	9	-10	-1	-2	0	-3	-1	-6
CC(=O)c1cc(-c2ccccc2)n(CCC(=O)NC2CCCCCC2)c1C	11	-1	2	6	-20	2	-3	2	-4
N#Cc1c(-c2ccc(F)cc2)nc(-c2ccccc2)[nH]c1=O	-9	-1	2	-1	1	-1	3	8	1
O=C(CC1Nc2ccccc2NC1=O)Nc1ccccc1NC(=O)CC1Nc2ccccc2NC1=O (configuration not stated)	3	/	-2	13	11	0	/	-4	-1
CC(C)C[C@H](NC(=O)N1CCN(c2ccccc2)CC1)C(=O)O	4	-4	6	11	5	-2	-2	-5	-4
CC(=O)C1=C(C)NC(=O)NC1c1cccc([N+](=O)[O-])c1O (configuration not stated)	5	9	0	0	6	0	-1	1	-3
COc1ccccc1-n1c(SCC(=O)NC2CCCCC2)nc2c(c1=O)SCC2	-5	3	11	-4	13	-2	3	0	1
CC(C)OC(=O)CSc1nnc2c(n1)[nH]c1ccc(F)cc12	3	3	9	7	-3	1	-1	1	-1
CCc1nnc(NC(=O)CCC(=O)N2CCN(c3ccccn3)CC2)s1	4	2	2	5	-28	2	8	5	-3
COc1cccc(-c2cc3nc(-c4ccccc4)cc(N4CCCC(O)C4)n3n2)c1 (configuration not stated)	-8	-6	4	17	-9	-16	-9	-32	-3
c1ccc(CCNc2ncnc3nc[nH]c23)cc1	4	5	3	10	-3	-1	-4	3	-5
Clc1ccccc1Cn1c(/C=C/c2ccco2)nc2ccccc21	-1	5	7	4	-11	-2	-3	-8	-11
Cc1noc(C)c1COC(=O)C1CCN(S(=O)(=O)c2c(Cl)cccc2Cl)CC1	-4	2	-7	0	-5	0	6	-2	-4
COc1cc(C(=O)OCC(=O)NCCCc2ccccc2)ccc1OCC(C)C	9	0	-1	11	0	-3	29	-1	4
O=C(CC1(CC(=O)N2CCOCC2)CCCC1)Nc1ccccc1	/	12	/	15	-1	1	4	1	0
CN(C)S(=O)(=O)Oc1cc(Cl)ccc1C(=O)Nc1ccc(F)cc1F	0	1	-2	43	-14	-3	3	-6	4
c1ccc2c(c1)c1c3n2CCNC3CCC1 (configuration not stated)	-3	2	-9	16	2	0	-9	-1	-2
S=C(NCc1ccccc1)Nc1ccc2cn[nH]c2c1	-12	6	-8	4	-8	-1	5	-3	-1
CC(C)=N/N=C1/NC(=O)C(Cc2ccccc2)S1 (configuration not stated)	0	4	4	-8	9	-3	4	-3	-1
Cc1cc(C(=O)O)sc1C	-3	1	6	11	18	3	-7	3	3

Ordered by value in PREPL inh (low to high): 3 from the list above.
smiles | PAFAH1B3 FP inh | EBNA-1 inh | PREPL inh | PAFAH2 FP inh | PAD4 inh
Cc1noc(C)c1COC(=O)C1CCN(S(=O)(=O)c2c(Cl)cccc2Cl)CC1 | 2 | -7 | 0 | 6 | -4
Cc1cc(C(=O)O)sc1C | 1 | 6 | 11 | -7 | 3
CN(C)S(=O)(=O)Oc1cc(Cl)ccc1C(=O)Nc1ccc(F)cc1F | 1 | -2 | 43 | 3 | 4
